Pin1 inhibitor = blocks the human prolyl isomerase Pin1 | Q13526 | Pin1 FP peptide displacement, HiFluor488, 10 min | Potency, µM (top dose mostly 115 µM), for inactives: at the top dose activity, negative = inhibition, hits mostly inhibitors | actives 0.009% (n = 390,000) | AID 504891; active means well fitted inhibition curve with a large enough effect in the polarisation, with a control signal flat, not every such curve was filed as active; inconclusive means small, poorly fitted or top-dose-only effect, or effect the other way, or a change in a side signal; inactive means no such curve, though single readings can be large or run the other way; the % refers to the polarisation; further: potency means the concentration at half of the fitted maximal effect; on the % scale 0 is the no-effect control and ±100 the full control effect
ERG Ets-DNA blk = blocks human ERG Ets domain binding to DNA. P11308. fluorescence polarization, His-ERG Ets domain / labelled DNA. Potency, µM (titrated, usually from 76.9 µM), inactives show at the highest dose FP activity, negative = inhibition, actives largely listed as inhibitors. actives 0.028% (n = 370,000). AID 624246; active means well fitted inhibition curve with a large enough effect in the polarisation, with a control signal flat; inconclusive means small, poorly fitted or top-dose-only effect, or effect the other way, or a change in a side signal; inactive means no such curve, though single readings can be large or run the other way; the % refers to the polarisation;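 further: polarization taken with two DNA probes labelled with fluorescein and Texas red; potency means the concentration at half of the fitted maximal effect; % of control where 0% means no effect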
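His-tagged ERG Ets domain (1 uM in the protein solution; 300mM KCl, 50mM Tris-HCl, 1mM EDTA, 1mM DTT, pH 7.5) received compound, then a probe mix of 5 nM fluorescein-DNA and 100nM Texas-615-DNA. Fluorescence polarization was read for both dyes.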
PI4K2A block = PI4K2A (human) kinase inhibition; AID 1346378; actives 0.13% (n = 420,000); activity change, negative = inhibition, % at 76.9 µM; purified PI4K2A, ADP-Glo luminescence, 1 h; active compounds read low; in the data active means activity change below about -50%; inconclusive means mostly about -30% to -49%;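 further: -100% = wells without enzyme as full effect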
Target sequence (Q9BTU6 whole entry, looked up): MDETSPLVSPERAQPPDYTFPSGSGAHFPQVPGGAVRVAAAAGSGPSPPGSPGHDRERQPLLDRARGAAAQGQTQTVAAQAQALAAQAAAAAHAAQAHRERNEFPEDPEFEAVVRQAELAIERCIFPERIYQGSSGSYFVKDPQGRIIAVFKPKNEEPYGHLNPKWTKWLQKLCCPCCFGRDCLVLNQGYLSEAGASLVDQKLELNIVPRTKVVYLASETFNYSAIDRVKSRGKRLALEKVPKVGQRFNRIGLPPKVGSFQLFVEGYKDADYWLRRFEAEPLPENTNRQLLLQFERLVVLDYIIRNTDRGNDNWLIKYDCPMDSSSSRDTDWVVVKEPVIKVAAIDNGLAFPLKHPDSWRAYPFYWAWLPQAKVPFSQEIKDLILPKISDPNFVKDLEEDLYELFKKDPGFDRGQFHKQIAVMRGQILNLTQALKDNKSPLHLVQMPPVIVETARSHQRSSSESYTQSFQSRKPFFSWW
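PI4K2A activity was measured by ADP-Glo luminescence: enzyme (4 ug/mL stock) and phosphatidylinositol (1.2 mM stock) in Tris pH 7.5/MgCl2/EGTA/Triton X-100 buffer were reacted with ATP (300 microM stock) for one hour at ambient temperature.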
PGK inhibitor = inhibitors of T. brucei phosphoglycerate kinase. PGK/GAPDH coupled, Kinase-Glo luminescence, 60 min. Potency, µM (titrated, usually from 57.5 µM), without a hit: at the highest dose activity change, negative = inhibition, most hits filed as inhibitors. actives 0.043% (n = 380,000); further: potency means the concentration at half of the fitted maximal effect; on the % scale 0 is the no-effect control and ±100 the full control effect; nearly all actives have a fitted effect of over 60% in size
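Recombinant glycosomal PGK reaction used 1,3-bisphosphoglycerate generated in-well by GAPDH (100nM final) in 100mM TEA pH 7.6, 5mM MgCl2, 0.01% Tween-20. After 60 minutes at room temperature, ATP was read by Kinase-Glo Plus luminescence end-point.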
BAZ2B inh = inhibitors of human BAZ2B bromodomain | Q9UIF8 | AlphaScreen BAZ2B-H3K14Ac peptide displacement | Potency, µM (highest dose often 114 µM), inactives show top-dose activity change, negative = inhibition, usual class: inhibitors | actives 4.4% (n = 360,000); further: potency means the concentration at half of the fitted maximal effect; on the % scale 0 is the no-effect control and ±100 the full control effect; nearly all actives have a fitted effect of over 60% in size
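AlphaScreen displacement of biotin-H3(5-23)K14Ac peptide (50 nM final) from BAZ2B (50 nM final) in PBS pH 7.4, 0.01% Tween-20; complex preformed 30 min RT, then compounds (top 110 uM) 30 min RT, beads 20 min dark.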
GLS inhibitor = blocks human kidney-isoform glutaminase activity; O94925; actives 0.21% (n = 410,000); GLS enzymatic activity, qHTS titration; Potency, µM (series often up to 45.5 µM), for the others: top-dose activity change, negative = inhibition, hits mostly inhibitors; further: potency means the concentration at half of the fitted maximal effect; on the % scale 0 is the no-effect control and ±100 the full control effect
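hKGA in 45 mM KH2PO4 pH 8.2, 0.02% Tween-20 with pin-transferred compounds; 1 mM L-glutamine (stock) plus glutamate oxidase/HRP/Amplex Red coupling added. Fluorescence read initially and after 30 min at RT.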
HP1b chromo inh = inhibitors of HP1-beta chromodomain binding to methylated histone tails | Potency, µM (doses to about 114 µM), for the others: at the top dose activity change, negative = inhibition, usual class: inhibitors | actives 0.56% (n = 390,000) | P83916 | AlphaScreen HP1-beta / biotin-H3K9me3 peptide binding; further: potency means the concentration at half of the fitted maximal effect; nearly all actives have a fitted effect of over 70% in size; inactives centre near 23
Target sequence (P83916 whole entry, looked up): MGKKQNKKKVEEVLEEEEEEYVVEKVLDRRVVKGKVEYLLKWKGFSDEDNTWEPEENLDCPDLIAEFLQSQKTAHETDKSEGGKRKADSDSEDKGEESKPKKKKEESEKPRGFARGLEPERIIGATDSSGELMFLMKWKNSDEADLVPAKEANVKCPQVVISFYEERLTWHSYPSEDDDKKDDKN
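HP1-beta protein (50 nM final) preincubated 30 min at room temperature with biotinylated H3(1-18)K9me3 peptide (50 nM) in PBS pH 7.4, 0.01% Tween-20, then compound added for 30 min. AlphaScreen streptavidin donor/nickel chelate acceptor beads (10 ug/mL final), 30 min dark, luminescence read.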
G9a block = inhibitors of human histone lysine methyltransferase G9a. G9a H3K9 monomethylation, AlphaScreen, 2 h. actives 8.8% (n = 350,000). Potency, µM (highest dose often 102 µM), without a hit: at the highest dose activity, negative = inhibition, usual class: inhibitors; further: potency means the concentration at half of the fitted maximal effect; on the % scale 0 is the no-effect control and ±100 the full control effect; nearly all actives have a fitted effect of over 75% in size
Target sequence (Q96KQ7 913-1193 limits assumed): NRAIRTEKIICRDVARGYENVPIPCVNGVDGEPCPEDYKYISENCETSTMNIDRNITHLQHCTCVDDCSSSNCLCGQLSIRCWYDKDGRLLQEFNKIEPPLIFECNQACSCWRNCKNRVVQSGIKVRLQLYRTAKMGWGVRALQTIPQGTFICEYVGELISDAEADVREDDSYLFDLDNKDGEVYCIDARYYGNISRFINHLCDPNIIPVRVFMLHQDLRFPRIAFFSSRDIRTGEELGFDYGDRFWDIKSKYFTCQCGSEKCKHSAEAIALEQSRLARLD
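G9a (20 nM) preincubated 15 min RT with compounds, then 500 nM biotinylated H3K9 peptide and 20 uM SAM added; 2 h RT reaction. Monomethyl-H3K9 product detected by AlphaScreen with anti-H3K9me1 antibody, streptavidin donor and anti-rabbit IgG acceptor beads.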
JMJD2A Tudor = inhibitors of human JMJD2A Tudor domain. O75164. AlphaScreen JMJD2A-Tudor / H3K4me3 peptide binding. Potency, µM (doses to about 114 µM), without a hit: at the highest dose activity change, negative = inhibition, hits mostly inhibitors. actives 4.4% (n = 390,000); further: potency means the concentration at half of the fitted maximal effect; on the % scale 0 is the no-effect control and ±100 the full control effect; nearly all actives have a fitted effect of over 50% in size
Starred values were filed as active, the others as inactive; [ ] = dose if it differs, or a comment. Unless noted, the call rests on the fitted dose curve; in most records, active means well fitted curve in the direction sought with a large enough effect; inconclusive means small, poorly fitted or top-dose-only effect, or another doubt; inactive means no such curve, though single readings can be large; an effect the other way counts as inactive or inconclusive.

The opening 2 records, to show the layout:
For COc1ccc(Br)cc1CN1CCSCC1 the results were Pin1 inhibitor -6%, ERG Ets-DNA blk 0%, PI4K2A block 5, PGK inhibitor -1%, BAZ2B inh inconclusive, GLS inhibitor 1%, HP1b chromo inh 56µM*, G9a block 45µM* and JMJD2A Tudor 3.5µM*.
For CCn1nnc(-c2ccccc2NS(=O)(=O)c2ccc(C(=O)OC)cc2)n1 the results were Pin1 inhibitor 1%, ERG Ets-DNA blk 2%, PI4K2A block 2, PGK inhibitor 3%, BAZ2B inh 2%, GLS inhibitor 0%, HP1b chromo inh 33%, G9a block -41%[12.7 µM] and JMJD2A Tudor -9%.

The list itself, repeating the preview:
For COc1ccc(Br)cc1CN1CCSCC1 the results were Pin1 inhibitor -6%, ERG Ets-DNA blk 0%, PI4K2A block 5, PGK inhibitor -1%, BAZ2B inh inconclusive, GLS inhibitor 1%, HP1b chromo inh 56µM*, G9a block 45µM* and JMJD2A Tudor 3.5µM*.
For CCn1nnc(-c2ccccc2NS(=O)(=O)c2ccc(C(=O)OC)cc2)n1 the results were Pin1 inhibitor 1%, ERG Ets-DNA blk 2%, PI4K2A block 2, PGK inhibitor 3%, BAZ2B inh 2%, GLS inhibitor 0%, HP1b chromo inh 33%, G9a block -41%[12.7 µM] and JMJD2A Tudor -9%.
Screening O=C1C=C(c2ccccc2)CC(c2cccs2)C1n1cnc([N+](=O)[O-])c1 (stereo unspecified) returned Pin1 inhibitor -16%, ERG Ets-DNA blk 5%, PI4K2A block -7, PGK inhibitor 3%, BAZ2B inh -36%, GLS inhibitor inconclusive, HP1b chromo inh inconclusive, G9a block 45µM* and JMJD2A Tudor -13%.
For CCN(CC)S(=O)(=O)c1ccc(C(=O)NC2CC(=O)N(c3ccc(OC)c(OC)c3)C2)cc1 (stereo unspecified) the results were Pin1 inhibitor 1%, ERG Ets-DNA blk -1%, PI4K2A block -2, PGK inhibitor -6%, BAZ2B inh -3%, GLS inhibitor 5%, HP1b chromo inh 43%[activator], G9a block 1%[59 µM] and JMJD2A Tudor -1%.
`O=c1[nH]c2ccccc2n2c(C(F)(F)F)nnc12` gave Pin1 inhibitor -7%, ERG Ets-DNA blk 1%, PI4K2A block 2, PGK inhibitor -13%, BAZ2B inh 7%, GLS inhibitor -2%, HP1b chromo inh 42%[activator], G9a block 9%[2.33 µM] and JMJD2A Tudor 3%.
O=C(NCc1ccco1)c1cccn2c(=O)c3sccc3nc12 was read as Pin1 inhibitor -4%, ERG Ets-DNA blk -5%, PI4K2A block 5, PGK inhibitor 4%, HP1b chromo inh 19% and JMJD2A Tudor 12%.
For O=C(O)c1cccc([N+](=O)[O-])c1C(=O)Nc1cccc2ccccc12 the results were Pin1 inhibitor -13%, ERG Ets-DNA blk -6%, PI4K2A block 1, PGK inhibitor inactive, BAZ2B inh inconclusive, GLS inhibitor 1%, HP1b chromo inh 17%, G9a block -1%[0.501 µM] and JMJD2A Tudor -20%.
For Fc1ccc(-c2nc3c(-c4ccc(F)cc4)cnn3cc2CCN2CCOCC2)cc1 the results were Pin1 inhibitor -4%, ERG Ets-DNA blk 3%, PI4K2A block -3, PGK inhibitor 8%, BAZ2B inh -7%, GLS inhibitor -2%, HP1b chromo inh 10%, G9a block 21% and JMJD2A Tudor -29%.
Screening COCC(=O)Nc1ccc(S(=O)(=O)Nc2nccs2)cc1 returned Pin1 inhibitor 2%, ERG Ets-DNA blk -5%, PI4K2A block 1, PGK inhibitor -1%, BAZ2B inh -28%, GLS inhibitor 8%, HP1b chromo inh 13%, G9a block -4% and JMJD2A Tudor -7%.
Screening CCOC(=O)C1=C(C(=O)OCC)N(CC2CCCCC2)CCC1=O returned Pin1 inhibitor -8%, ERG Ets-DNA blk -7%, PI4K2A block -2, PGK inhibitor -7%, GLS inhibitor 0%, HP1b chromo inh 60%[activator] and JMJD2A Tudor -2%.
For CCOC(=O)c1ccc(NC(=O)CN(C)S(=O)(=O)c2ccc(OC)cc2)cc1 the results were Pin1 inhibitor inconclusive, ERG Ets-DNA blk -5%, PI4K2A block 2, BAZ2B inh -3%, GLS inhibitor 4%, HP1b chromo inh 22%, G9a block 8%[12.7 µM] and JMJD2A Tudor -11%.
`CCn1c2ccccc2c2cc(NS(=O)(=O)c3ccccc3C)ccc21` gave Pin1 inhibitor 19%, ERG Ets-DNA blk 12%, PI4K2A block 18, PGK inhibitor -8%, BAZ2B inh -32%[57.1 µM], GLS inhibitor 0%, HP1b chromo inh 48%[activator], G9a block 51%[59 µM] and JMJD2A Tudor -13%[11.4 µM].
`O=C(NC(=S)Nc1ccccc1N1CCCCC1)c1ccc(F)cc1Cl` gave Pin1 inhibitor 0%, ERG Ets-DNA blk 0%, PI4K2A block -3, PGK inhibitor -8%, BAZ2B inh -30%, GLS inhibitor 14%, HP1b chromo inh 17%, G9a block -7%[12.7 µM] and JMJD2A Tudor -20%.
For O=C(COC(=O)c1ccc([N+](=O)[O-])o1)NC1CCCc2ccccc21 (stereo unspecified) the results were Pin1 inhibitor 2%, ERG Ets-DNA blk 4%, PI4K2A block -5, PGK inhibitor -4%, GLS inhibitor 4%, HP1b chromo inh 5% and JMJD2A Tudor -15%.
Screening CC(=O)NC(Cc1ccccc1)C(=O)OCC(=O)c1ccc(Br)cc1 (stereo unspecified) returned Pin1 inhibitor -2%, ERG Ets-DNA blk 1%, PI4K2A block -4, PGK inhibitor -5%, BAZ2B inh 2%, GLS inhibitor -4%, HP1b chromo inh 35%, G9a block -2%[59 µM] and JMJD2A Tudor -15%.
`CN(C)S(=O)(=O)c1cccc(NC(=O)CN2C(=O)NC(CCc3ccccc3)C2=O)c1` (stereo unspecified) gave Pin1 inhibitor -1%, ERG Ets-DNA blk 8%, PI4K2A block -1, PGK inhibitor 2%, BAZ2B inh 0%, GLS inhibitor -2%, HP1b chromo inh 36%, G9a block 19% and JMJD2A Tudor -3%.
`CC1CCN(S(=O)(=O)c2ccc3c(c2)N(CC(=O)NCCc2ccccc2)C(=O)CO3)CC1` gave Pin1 inhibitor 2%, ERG Ets-DNA blk -1%, PI4K2A block -2, PGK inhibitor inactive, BAZ2B inh -21%, GLS inhibitor -6%, HP1b chromo inh 10%, G9a block -26%[59 µM] and JMJD2A Tudor -19%.
For COC(=O)CCCCC1SCC2NC(=O)NC21O (stereo unspecified) the results were Pin1 inhibitor 1%, PI4K2A block 3, PGK inhibitor -2%, BAZ2B inh 2.2µM*, GLS inhibitor 12%, HP1b chromo inh -95%, G9a block 8.9µM* and JMJD2A Tudor 0.89µM*.
N=c1c2c3c(sc2ncn1CCCN1CCOCC1)CCCCC3 was read as Pin1 inhibitor -3%, ERG Ets-DNA blk -7%, PI4K2A block 1, PGK inhibitor -2%, BAZ2B inh 3%, GLS inhibitor 6%, HP1b chromo inh 4%, G9a block -4%[12.7 µM] and JMJD2A Tudor -17%.
For CC(C)CC(c1nnnn1C1CCCC1)N1CCN(C(=O)c2ccco2)CC1 (stereo unspecified) the results were Pin1 inhibitor -1%, ERG Ets-DNA blk -5%, PI4K2A block 4, PGK inhibitor -6%, BAZ2B inh 79µM*, GLS inhibitor 1%, HP1b chromo inh 17%, G9a block -35%[59 µM] and JMJD2A Tudor 50µM*.
Screening CCOC(=O)N1CCN(C(=O)c2ccc3nc(-c4ccccc4)c(-c4ccccc4)nc3c2)CC1 returned Pin1 inhibitor 0%, ERG Ets-DNA blk -1%, PI4K2A block 4, PGK inhibitor 1%, BAZ2B inh -32%, GLS inhibitor 17%, HP1b chromo inh 20% and JMJD2A Tudor inconclusive.
`O=C1Cn2c(nc3ccccc32)N1c1ccccc1F` gave Pin1 inhibitor -11%, PI4K2A block -2, BAZ2B inh 9%, GLS inhibitor 3%, HP1b chromo inh 27%, G9a block 12%[12.7 µM] and JMJD2A Tudor -6%.
For COc1ccc(NS(=O)(=O)c2ccc(C(=O)OC(C)C(=O)N3CCOCC3)cc2)cc1 (stereo unspecified) the results were Pin1 inhibitor -2%, ERG Ets-DNA blk -4%, PI4K2A block -3, PGK inhibitor 5%, BAZ2B inh -2%, GLS inhibitor 14%, HP1b chromo inh 37%, G9a block inconclusive and JMJD2A Tudor -10%.
For COC(=O)C(C(C)C)N1CCc2c(C)nc3c(C#N)cnn3c21 (stereo unspecified) the results were Pin1 inhibitor 8%, ERG Ets-DNA blk -9%, PI4K2A block 1, PGK inhibitor -8%, BAZ2B inh -11%, GLS inhibitor 2%, HP1b chromo inh 35%, G9a block 23%[12.7 µM] and JMJD2A Tudor -17%.
For C[C@H](NC(=O)c1nc[nH]c1C(=O)NCc1ccc(CNC(=O)OC(C)(C)C)cc1)C(=O)OC(C)(C)C the results were Pin1 inhibitor -2%, ERG Ets-DNA blk -7%, PI4K2A block 1, PGK inhibitor 0%, BAZ2B inh -3%, GLS inhibitor -4%, HP1b chromo inh 36%[activator], G9a block 31%[59 µM] and JMJD2A Tudor -32%.
ClC1(Cl)CC1Cn1c(C2CC2)nc2ccccc21 (stereo unspecified) was read as Pin1 inhibitor 0%, ERG Ets-DNA blk -13%, PI4K2A block -5, PGK inhibitor -15%, BAZ2B inh -12%, GLS inhibitor -4%, HP1b chromo inh 46%[activator], G9a block 2% and JMJD2A Tudor -6%.
